Assay outcomes deposited in PubChem BioAssay by School of Medicine, Indiana University.
FECH block: inhibitors of human ferrochelatase; 20,000 tested, 3.3% active; purified FECH, Ni-mesoporphyrin absorbance 550 nm; calls only at 10 µM (by protocol); P22830;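 active = enzyme reaction rate more than 3 SD below the solvent-only control wells on the same plate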;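 also: lower slope than DMSO wells means FECH inhibition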
Target sequence (P22830 whole entry, looked up): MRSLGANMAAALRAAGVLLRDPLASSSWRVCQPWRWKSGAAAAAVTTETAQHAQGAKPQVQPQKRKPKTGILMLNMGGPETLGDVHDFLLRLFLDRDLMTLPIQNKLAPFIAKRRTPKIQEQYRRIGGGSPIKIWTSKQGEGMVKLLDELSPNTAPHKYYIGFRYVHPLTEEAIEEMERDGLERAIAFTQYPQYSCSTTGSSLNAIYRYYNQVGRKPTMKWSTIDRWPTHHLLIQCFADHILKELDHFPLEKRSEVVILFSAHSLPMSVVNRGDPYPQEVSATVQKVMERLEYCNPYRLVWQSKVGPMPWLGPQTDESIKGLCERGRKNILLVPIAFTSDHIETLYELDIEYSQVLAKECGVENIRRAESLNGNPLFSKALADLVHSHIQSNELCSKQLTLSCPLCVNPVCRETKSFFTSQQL
Calls only. An excerpt. The share of hits here may be higher or lower than overall.

What do the screens show for `Cc1n[nH]c(C)c1Cc1nc(CC2CCN(C)CC2)no1`?
FECH block: inactive

Results for Clc1ccccc1-n1cnnc1Cc1cccnc1 ?
FECH block: inactive

Results for Cc1nc(CCNC2CCN(S(C)(=O)=O)CC2)nc2c1CCCC2 ?
FECH block: inactive

What do the screens show for `Cc1cnccc1C(=O)N1CCc2c(c(C(=O)O)nn2CCN(C)C)C1`?
FECH block: inactive

What do the screens show for `CCOc1ccccc1NC(=O)CCS(=O)(=O)c1ccc2c(c1)CC(=O)N2C`?
FECH block: inactive

Results for CCOC(=O)c1c(NC(=O)c2cccs2)sc2c1CCN(Cc1ccccc1)C2 ?
FECH block: inactive

What do the screens show for `CSc1cccc(NC(=O)CN2CCN(Cc3ccccc3)S2(=O)=O)c1`?
FECH block: inactive

Results for CCc1ncc(C(=O)N2CCC(O)(c3ccc4nc(C)ccc4c3)CC2)cn1 ?
FECH block: inactive

Results for CC1CNC(=O)CCN1Cc1ccc2cccc(Cl)c2n1 (configuration not stated) ?
FECH block: inactive

What do the screens show for `Cc1sc2nc(CCN)nc(NCC3OCCc4ccccc43)c2c1C` (configuration not stated)?
FECH block: inactive

Results for O=S(=O)(NCc1ccccc1)NC1CCN(c2cnccn2)CC1 ?
FECH block: inactive

What do the screens show for `CC(c1ccccc1)n1nnnc1N1CCC2(CC1)C(=O)Nc1ccccc12` (configuration not stated)?
FECH block: inactive

What do the screens show for `Cc1ccc2c(c1)N(C(=O)CN1CCCN(Cc3ccccc3Cl)S1(=O)=O)CCO2`?
FECH block: inactive

How did Fc1ccc(Cn2ncc3c2CN(c2ncnc4ccsc24)C3)cc1 do in these assays?
FECH block: inactive

Results for CCOc1ccc(NS(=O)(=O)c2cc(N3C(=O)CCS3(=O)=O)ccc2OC)cc1 ?
FECH block: inactive

Results for Cc1cccc(C(=O)Nc2cc(C)nn2-c2ncnc3c2cnn3-c2ccc(C)cc2C)c1 ?
FECH block: inactive

How did Cc1cc(C)n(C2CN(C(=O)c3ccc(C#CC(C)(C)O)o3)C2)n1 do in these assays?
FECH block: inactive

What do the screens show for `O=C1COc2cc3c(cc2N1)NC(=O)CC3c1nccs1` (configuration not stated)?
FECH block: inactive

How did CCc1cn[nH]c1C1CCCN(C(=O)c2cc(C(C)C)n3ncnc3n2)C1 (configuration not stated) do in these assays?
FECH block: inactive

How did CN(Cc1ncc[nH]1)C(=O)c1cc2c(s1)CCCCC2 do in these assays?
FECH block: inactive

How did Cc1nn(CCNC(=O)c2ccc(Cl)cn2)c(C)c1Cl do in these assays?
FECH block: inactive

How did Cn1ccnc1-c1nccn1-c1ccc2c(c1)CCC2 do in these assays?
FECH block: inactive

How did COc1ccc(OC)c(S(=O)(=O)Nc2ccc(Sc3c(C)c(C)nc4ncnn34)cc2)c1 do in these assays?
FECH block: inactive

Results for COCCN1CCCC(O)(CN2CCN(c3nc(C)cc(C)n3)CC2)C1=O (configuration not stated) ?
FECH block: inactive

Results for CCc1ccc(S(=O)(=O)N2CCN(c3cc(-c4cccc(C)c4)ncn3)CC2)cc1 ?
FECH block: inactive

What do the screens show for `Fc1ccc(N2CCN(c3nc(Nc4cccc(F)c4)c4cnn(-c5ccccc5)c4n3)CC2)cc1`?
FECH block: inactive

Results for CNC(=O)c1ccc(Cn2c(=O)c3cc(OC)c(OC)cc3n(CC(=O)Nc3ccccc3)c2=O)cc1 ?
FECH block: inactive

How did c1cnc2c(-c3ccc(Cn4ccnc4)cn3)cccc2c1 do in these assays?
FECH block: inactive

Results for COC(=O)c1ccc(Cl)c(NS(=O)(=O)c2cc(N3C(=O)CCS3(=O)=O)ccc2C)c1 ?
FECH block: inactive

How did CN(C)c1nc(-c2ccncc2)nc2c1CCN(S(=O)(=O)N(C)C)C2 do in these assays?
FECH block: inactive

What do the screens show for `COCC(C)N(Cc1ccccc1OC)C(=O)c1ccc2ncccc2c1` (configuration not stated)?
FECH block: inactive

What do the screens show for `CCc1nccn1Cc1nc(-c2ccc(C)s2)oc1C`?
FECH block: inactive

Results for Cc1cnn(-c2cc(-c3ccccc3CO)ncn2)c1 ?
FECH block: inactive

How did COc1ccccc1CNc1nc(Nc2ccc(F)cc2)c2cnn(-c3ccccc3)c2n1 do in these assays?
FECH block: inactive

Results for CCc1cc(Sc2ccc(NC(=O)Nc3cccc(F)c3)cc2)n2ncnc2n1 ?
FECH block: inactive

What do the screens show for `O=C1COc2ccccc2N1CCc1n[nH]c(CCc2ccccc2)n1`?
FECH block: inactive

What do the screens show for `CCOC(=O)c1cc2ccsc2n1CC(=O)NC1CCCC1`?
FECH block: inactive

What do the screens show for `Cc1cc(C)n2nc(N(Cc3c(F)cccc3Cl)S(=O)(=O)c3ccc(Cl)cc3)nc2n1`?
FECH block: inactive

What do the screens show for `Cc1nc(CC(=O)N2CCC(=O)N(CC3CC3)C(C(C)C)C2)cs1` (configuration not stated)?
FECH block: inactive

How did CC(NC(=O)c1ccccc1)C(=O)N1CCC(c2nc(-c3ccc(F)cc3)no2)CC1 (configuration not stated) do in these assays?
FECH block: inactive

How did Cc1ccc(Nc2cc(C)nc(N3CCN(S(=O)(=O)c4ccc(I)cc4)CC3)n2)cc1 do in these assays?
FECH block: inactive

Results for CN1CCCC1CCN1CCc2onc(-c3ccc(C(F)(F)F)cc3)c2C1 (configuration not stated) ?
FECH block: inactive

Results for O=C1CC2(CCN(C(=O)c3ccc4cccc(Cl)c4n3)CC2)CN1 ?
FECH block: inactive

How did COc1ccc(C(=O)C2CCCN(c3cc(C(C)C)ncn3)C2)cc1F (configuration not stated) do in these assays?
FECH block: inactive

Results for CCOc1c(NCc2ccc(OC)cc2)c(=O)c1=O ?
FECH block: inactive

How did Cc1ccc(Cc2nc3nc4c(c(=O)n3[nH]2)CCCC4)cc1 do in these assays?
FECH block: inactive

Results for Cc1ccc(-n2ncc3c(-n4nc(C)cc4NC(=O)c4cccc(C(F)(F)F)c4)ncnc32)c(C)c1 ?
FECH block: inactive

How did Cc1cc(-c2cc(F)ccc2C)nc(N)n1 do in these assays?
FECH block: inactive

Results for COc1ncc(-c2nccn2-c2ccc(-c3ccn[nH]3)cc2)cn1 ?
FECH block: inactive

What do the screens show for `CC(C)=CCN1CCNC(=O)C1CC(=O)O` (configuration not stated)?
FECH block: inactive

Results for Cn1c(=O)c(C(=O)N2CCN(Cc3ccccc3)CC2)nc2ccccc21 ?
FECH block: inactive

What do the screens show for `Cc1ccc(OCc2cc(=O)n3oc(C)cc3n2)c(NC(=O)c2ccco2)c1`?
FECH block: inactive

What do the screens show for `Cc1ccc(C2=CC(c3ccc(F)cc3)n3nc(NC(=O)c4cccs4)nc3N2)cc1` (configuration not stated)?
FECH block: inactive

What do the screens show for `CCC(=O)Nc1cccc(C(=O)N(C)CC2(CO)CCC2)c1`?
FECH block: inactive

What do the screens show for `CC(C)CCNC(=O)N1CCN(Cc2nc3cccnc3n2-c2cccc(F)c2)CC1`?
FECH block: inactive

What do the screens show for `CCCC(C(=O)N1CCc2c(nc(N(C)C)nc2N(C)C)C1)n1cccc1` (configuration not stated)?
FECH block: inactive

How did Cc1nc(-c2ccc(N3CCN(C(=O)C4CC(=O)N(c5ccccc5)C4)CC3)cc2)no1 (configuration not stated) do in these assays?
FECH block: inactive

What do the screens show for `COc1ccc(Nc2cc(C(C)C)nc3nc(-c4cccnc4)nn23)cc1`?
FECH block: inactive

What do the screens show for `COc1ccc(S(=O)(=O)N2CCN(c3cc(-c4ccc(C)cc4)ncn3)CC2)cc1Cl`?
FECH block: inactive

Results for COc1coc(CN2CCCC(C(=O)c3ccc4ccccc4c3)C2)cc1=O (configuration not stated) ?
FECH block: inactive

How did COCCn1c(CNC(=O)C2CC2)nc2cccnc21 do in these assays?
FECH block: inactive

What do the screens show for `COc1cc2c(=O)n(Cc3ccc(C(=O)N4CCCCCC4)cc3)c(=O)n(CC(N)=O)c2cc1OC`?
FECH block: inactive

How did CC1CCCN(c2nc(Nc3ccc(Cl)cc3)c3cnn(-c4ccccc4)c3n2)C1 (configuration not stated) do in these assays?
FECH block: inactive

Results for Cc1ccc(CN(Cc2cnn(C)c2)CC(C)C)n1-c1cccnc1 ?
FECH block: inactive

Results for CC/C=C(\C)CN1CCC(CNC(=O)c2cccn(C)c2=O)C1 (configuration not stated) ?
FECH block: inactive

What do the screens show for `Cc1cccnc1CC(C)N(C)C(=O)c1cc(-c2ccccc2)on1` (configuration not stated)?
FECH block: inactive

Results for COCCNC(=O)C1(C)Cn2c(cc3ccsc32)C(=O)N1c1cccc(C)c1C (configuration not stated) ?
FECH block: inactive

Results for COCCNC(=O)C1(C)Cn2c(cc3ccsc32)C(=O)N1Cc1ccco1 (configuration not stated) ?
FECH block: inactive

Results for CC(=O)Nc1nc2n(n1)C(c1ccccc1Cl)C=C(c1ccc(Cl)cc1)N2 (configuration not stated) ?
FECH block: inactive

Results for O=C(c1cc(-c2ccc(O)cc2)n[nH]1)N1CCC(c2ccncc2)CC1 ?
FECH block: inactive

Results for O=C(c1ccccc1Cl)N1CCC(c2n[nH]c(Cc3ccccc3)n2)CC1 ?
FECH block: inactive

Results for CCc1nc(CN2CCOc3c(cc(-c4ccc(OC)nn4)cc3OC)C2)c(C)[nH]1 ?
FECH block: inactive

How did CC[C@H](NC(=O)c1cccc(NCc2ccccn2)c1C)c1ccccc1 do in these assays?
FECH block: inactive

How did COCCNC(=O)C1(C)Cn2c(cc3ccsc32)C(=O)N1CCc1ccccc1 (configuration not stated) do in these assays?
FECH block: inactive

What do the screens show for `CCC(=O)Nc1ccccc1-c1nnc(SCC(=O)Nc2ccc(C)cc2C)[nH]c1=O`?
FECH block: inactive

What do the screens show for `O=C(NCc1nc2c(s1)CCCC2)c1cn[nH]n1`?
FECH block: inactive

Results for Cc1ccccc1CCNC(=O)c1cc2n(n1)CC(C)(C(=O)NCc1ccc(F)cc1)N(C)C2=O (configuration not stated) ?
FECH block: inactive

What do the screens show for `Cc1cccc(Cn2nc(C)cc2NC(=O)Cc2nonc2C)c1`?
FECH block: inactive

How did Cc1ccc(CCNC(=O)C2CCCN2C(=O)C2CCCCC2)cc1 (configuration not stated) do in these assays?
FECH block: inactive

How did CC(=O)Nc1c2n(c3ccc(F)cc13)CC(C)(C(=O)NC1CCCCCC1)N(CC1CCCO1)C2=O (configuration not stated) do in these assays?
FECH block: inactive

Results for O=C(NCC(c1ccccn1)N1CCOCC1)c1scc2c1CCCC2 (configuration not stated) ?
FECH block: inactive

Results for CCC(c1n[nH]c(CCc2ccccc2)n1)n1cccn1 (configuration not stated) ?
FECH block: inactive

What do the screens show for `CC1CCCN(C(=O)Cn2c(=O)n(CC3CCC(C(=O)NC(C)C)CC3)c(=O)c3sccc32)C1` (configuration not stated)?
FECH block: inactive

What do the screens show for `CCCn1cc(C(=O)N2CC(Oc3ccccc3OC)C2)c(C)n1`?
FECH block: inactive

Results for Cc1cc(C)n(C2CCN(C(=O)c3cccc4ccnn34)C2)n1 (configuration not stated) ?
FECH block: inactive

Results for Cc1ncc(-c2c(-c3ccccc3)ncn2C)[nH]1 ?
FECH block: inactive

Results for CCOC(=O)c1cc2ccsc2n1CC(=O)Nc1cccc(Cl)c1 ?
FECH block: inactive

How did COc1ccc2nc(Cn3cnc4ccc(F)cc4c3=O)[nH]c2c1 do in these assays?
FECH block: inactive

What do the screens show for `Cc1ccc(C)c(S(=O)(=O)N2CCCC(Cn3cc(CCO)nn3)C2)c1` (configuration not stated)?
FECH block: inactive

How did CC1CCN(Cc2cc(=O)n3[nH]c(NCc4ccc(Cl)cc4)nc3n2)CC1 do in these assays?
FECH block: inactive

3 structures already listed, sorted by heavy-atom count, rising.
Results for Cc1ncc(-c2c(-c3ccccc3)ncn2C)[nH]1 ?
FECH block: inactive

How did COc1ccc2nc(Cn3cnc4ccc(F)cc4c3=O)[nH]c2c1 do in these assays?
FECH block: inactive

Results for O=C(NCC(c1ccccn1)N1CCOCC1)c1scc2c1CCCC2 (configuration not stated) ?
FECH block: inactive

By substructure: those above with a thiophene ring, fused or not (13)
Results for CCOC(=O)c1c(NC(=O)c2cccs2)sc2c1CCN(Cc1ccccc1)C2 ?
FECH block: inactive

What do the screens show for `Cc1sc2nc(CCN)nc(NCC3OCCc4ccccc43)c2c1C` (configuration not stated)?
FECH block: inactive

How did Fc1ccc(Cn2ncc3c2CN(c2ncnc4ccsc24)C3)cc1 do in these assays?
FECH block: inactive

How did CN(Cc1ncc[nH]1)C(=O)c1cc2c(s1)CCCCC2 do in these assays?
FECH block: inactive

What do the screens show for `CCc1nccn1Cc1nc(-c2ccc(C)s2)oc1C`?
FECH block: inactive

What do the screens show for `CCOC(=O)c1cc2ccsc2n1CC(=O)NC1CCCC1`?
FECH block: inactive

What do the screens show for `Cc1ccc(C2=CC(c3ccc(F)cc3)n3nc(NC(=O)c4cccs4)nc3N2)cc1` (configuration not stated)?
FECH block: inactive

Results for COCCNC(=O)C1(C)Cn2c(cc3ccsc32)C(=O)N1c1cccc(C)c1C (configuration not stated) ?
FECH block: inactive

Results for COCCNC(=O)C1(C)Cn2c(cc3ccsc32)C(=O)N1Cc1ccco1 (configuration not stated) ?
FECH block: inactive

How did COCCNC(=O)C1(C)Cn2c(cc3ccsc32)C(=O)N1CCc1ccccc1 (configuration not stated) do in these assays?
FECH block: inactive

Results for O=C(NCC(c1ccccn1)N1CCOCC1)c1scc2c1CCCC2 (configuration not stated) ?
FECH block: inactive

What do the screens show for `CC1CCCN(C(=O)Cn2c(=O)n(CC3CCC(C(=O)NC(C)C)CC3)c(=O)c3sccc32)C1` (configuration not stated)?
FECH block: inactive

Results for CCOC(=O)c1cc2ccsc2n1CC(=O)Nc1cccc(Cl)c1 ?
FECH block: inactive

New compounds follow.
How did COc1cc(CN2CCN(Cc3cccc(C)c3)C(=O)C2)cc(Cl)c1O do in these assays?
FECH block: inactive

What do the screens show for `Cc1nnc(SCCC(=O)N[C@H]2C[C@H]3CN(C)CCN3C2)s1`?
FECH block: inactive

What do the screens show for `COc1ccc(C(=O)N(Cc2nc3nc(C)cc(C)n3n2)c2ccc(Cl)cc2)cc1`?
FECH block: inactive

How did c1ccc(CCCCc2nc(C3CC3)n[nH]2)cc1 do in these assays?
FECH block: inactive

Results for CCSc1nc(CC(=O)NCCc2n[nH]c3c2CCCC3)cs1 ?
FECH block: inactive

Results for CC(C)c1cc(C(=O)NCCc2nnc3n2CCNCC3)on1 ?
FECH block: inactive

Results for COc1ccccc1NC(=O)Nc1nc(CC(=O)Nc2ccc(NC(C)=O)cc2)cs1 ?
FECH block: inactive

How did CC(C)c1cc(Nc2ccccc2F)n2nc(-c3cccnc3)nc2n1 do in these assays?
FECH block: inactive
